LEDGF integ inh: blocks HIV-1 LEDGF/p75-dependent DNA integration | TR-FRET IN-LEDGF/p75 DNA integration, Eu/Cy5 | inhibition, % at 3.7 µM | 370,000 compounds, 0.64% hits;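 active means inhibition above the screen-wide mean plus 3 SD, cut at about 13% in these data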;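 further: signal is the Cy5 over europium emission ratio at 671 and 618 nm; 0% = plate median of compound wells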
PRMT1 inh: PRMT1 (human) inhibition, primary screen; recombinant PRMT1, activity-based probe fluorescence polarization; Q99873; inhibition, % at 2.79 µM; 370,000 compounds, 1.3% hits; AID 652257;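 active means inhibition above about 21% made by adding two undisclosed values, limit read from the data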
SIAE inh: blocks human sialic acid acetylesterase; Q9HAT2; SIAE FP-Rh probe binding, fluorescence polarization; inhibition, % at 9.66 µM; 370,000 compounds, 0.69% hits;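 active means inhibition above a cutoff: mean of compounds within the control limits plus 3 SD of those, cut at about 17% in these data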;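 further: 0% = plate median of compound wells and 100% = probe without SIAE protein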
Tn7 DDE FP: inhibitors of Tn7 peptide binding to human fibrin DD(E) | inhibition, % at 8.3 µM | 370,000 compounds, 0.13% hits | FP displacement of FITC-Tn7 peptide from fibrin DD(E); 0% = median of compound wells per plate;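 active means inhibition above the mean of compounds falling within the control limits plus 3 SD of them, cut at about 14% in these data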;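 further: 0% = plate median of compound wells and 100% = 10 µM Aha-Tn7 peptide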
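Assay system: Human clot-derived fibrin DD(E) complex | Buffer or medium: Tris/NaCl/CaCl2 buffer, pH 7.8 | Repeats: One replicate per compound | Benchmarks: Aha-Tn7 high control | Measure: % inhibition scaled between sample-field median and high-control FP | Schedule: 10 min plus 3 h, room temperature | Signal: Fluorescence polarization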
UHRF1 binding: human UHRF1 methylated DNA binding inhibitors; UHRF1 binding to methylated oligo, TR-FRET; inhibition, % at 4.4 µM; AID 687016; 370,000 compounds, 0.75% hits; in the data active means inhibition above about 21%;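 further: UHRF1 SRA domain binding a hemimethylated CpG hairpin DNA probe; 0% = median of test compound wells and 100% = reference inhibitor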
Target sequence (Q96T88 whole entry, looked up, the tested form may be a part): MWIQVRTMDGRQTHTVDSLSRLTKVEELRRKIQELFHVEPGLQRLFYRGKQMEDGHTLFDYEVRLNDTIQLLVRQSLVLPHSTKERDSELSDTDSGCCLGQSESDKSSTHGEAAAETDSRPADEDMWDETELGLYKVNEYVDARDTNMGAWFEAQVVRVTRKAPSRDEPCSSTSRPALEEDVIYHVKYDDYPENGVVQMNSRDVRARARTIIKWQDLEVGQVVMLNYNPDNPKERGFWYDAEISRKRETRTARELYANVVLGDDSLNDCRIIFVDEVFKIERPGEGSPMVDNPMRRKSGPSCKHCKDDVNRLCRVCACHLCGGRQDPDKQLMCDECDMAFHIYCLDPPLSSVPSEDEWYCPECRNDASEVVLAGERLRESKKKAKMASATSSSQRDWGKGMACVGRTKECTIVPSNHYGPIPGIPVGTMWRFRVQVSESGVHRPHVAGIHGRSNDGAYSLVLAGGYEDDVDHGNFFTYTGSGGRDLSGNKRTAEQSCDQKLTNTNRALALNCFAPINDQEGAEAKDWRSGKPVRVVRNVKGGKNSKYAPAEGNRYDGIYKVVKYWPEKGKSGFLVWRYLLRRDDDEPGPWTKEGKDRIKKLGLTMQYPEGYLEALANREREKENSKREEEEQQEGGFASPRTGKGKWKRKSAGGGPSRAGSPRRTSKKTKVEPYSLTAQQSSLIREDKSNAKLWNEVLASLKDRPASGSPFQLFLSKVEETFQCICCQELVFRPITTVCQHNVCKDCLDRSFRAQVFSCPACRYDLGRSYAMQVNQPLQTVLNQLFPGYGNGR
mABHD4 FP: inhibitors of mouse ABHD4; Q8VD66; 370,000 compounds, 0.54% hits; inhibition, % at 8.92 µM; purified mABHD4, FP-Rh probe fluorescence polarization; AID 720543;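 active means inhibition exceeding the mean over every tested compound plus 3 SD, cut at about 30% in these data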;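 further: 0% = plate median of compound wells and 100% = S159A mutant with DMSO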
Target sequence (Q8VD66 whole entry, looked up): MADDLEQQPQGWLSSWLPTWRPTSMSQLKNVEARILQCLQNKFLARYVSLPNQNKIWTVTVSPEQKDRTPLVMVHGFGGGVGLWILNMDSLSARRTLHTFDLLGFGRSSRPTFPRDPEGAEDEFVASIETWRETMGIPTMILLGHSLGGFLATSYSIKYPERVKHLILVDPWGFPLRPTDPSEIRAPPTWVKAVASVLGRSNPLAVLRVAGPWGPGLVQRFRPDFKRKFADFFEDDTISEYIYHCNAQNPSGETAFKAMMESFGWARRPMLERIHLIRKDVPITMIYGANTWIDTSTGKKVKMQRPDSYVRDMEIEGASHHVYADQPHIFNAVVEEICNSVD
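system = mouse ABHD4 enzyme, wild type | medium = HEPES pH 7.0, NaCl, Pluronic buffer | also added = FP-Rh probe | incubation = Enzyme–compound pre-incubation 45 min, then probe 60 min, both 25 °C | technique = fluorescence polarization, excitation 525 nm, emission 598 nm, BODIPY TMR filters | controls = S159A mutant high control, sample median low control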
TCR-CD3 inh: human TCR-CD3 binding inhibition; AID 651800; inhibition, % at 9.4 µM; TAMRA-labeled TCR probe fluorescence, biochemical; 360,000 compounds, 0.37% hits; in the data active means inhibition above about 19%;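 further: recombinant mutant TCR 2C K166C tagged with TAMRA read by polarization; 0% = receptor in buffer alone and 100% = receptor with positive control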
PG9 Ab binder: binds the HIV-1 gp120 antibody PG9; TR-FRET gp120-PG9 antibody binding; inhibition, % at 6.7 µM; 360,000 compounds, 0.43% hits; AID 624416; in the data active means inhibition above about 8.5%
HTRA1 inhibitor: blocks human HTRA1 serine peptidase; Q92743; recombinant HTRA1, FP-rhodamine activity-based probe, fluorescence polarization; inhibition, % at 5.96 µM; 340,000 compounds, 0.5% hits; AID 504803; in the data active means inhibition above about 36%;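 further: 0% = enzyme with DMSO and 100% = wells lacking enzyme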
TDP2 absorb: TDP2 (human) inhibition, absorbance primary screen; 370,000 compounds, 0.34% hits; AID 720702; O95551; recombinant TDP2, T5PNP hydrolysis, p-nitrophenol absorbance 415 nm; inhibition, % at 12.8 µM;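 active means inhibition above the mean of all tested compounds plus 3 SD, set per campaign, cut at about 25% in these data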;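 further: 0% = DMSO with enzyme and 100% = buffer with substrate but no TDP2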
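Test system: human TDP2 enzyme; Input: 120 nM TDP2 per well; Buffer or medium: Mg2+-containing Tris-HCl buffer, pH 7.5; Reagent: 5 mM T5PNP; Dosing: 12.8 µM single point, 1% DMSO; Incubation: reaction 2 h, 37 °C; Detection: p-Nitrophenol epi absorbance; Read-out: % inhibition relative to enzyme-containing and enzyme-free wells; Replicates: single well per compound.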
* = called active by the depositor; · = no result given. Rows were taken by chance; any-hit rate near 4.2%.

SMILES	LEDGF integ inh	PRMT1 inh	SIAE inh	Tn7 DDE FP	UHRF1 binding	mABHD4 FP	TCR-CD3 inh	PG9 Ab binder	HTRA1 inhibitor	TDP2 absorb
CN(CC(=O)Nc1ccc(N2CCOCC2)cc1)C(=O)CCc1ccccc1Cl	0	1	11	-1	8	2	-2	1.2	-2	-2
Nc1nc(N2CCCCC2)nc2ccccc12	-1	0	2	-2	4	-4	0	0.6	-1	-8
CC(=O)Nc1sc2c(c1C#N)CCCC2	1	-2	5	9	-1	3	1	0.3	1	3
CCCOc1ccc(C(=O)N2CC3(CC(c4cccc(NC(=O)[C@@H]5CCC(=O)N5)c4)=NO3)C[C@H]2C(=O)NC2(C(N)=O)CC2)cc1 (some centres not stated)	-3	2	-4	0	1	3	-3	-0.7	-5	-6
Cc1cccc(NC(=O)C2CCN(C(=O)NC3CCCCC3)CC2)c1	1	-2	-1	-5	1	2	3	-0.8	4	-5
CCCC(=O)Nc1ccc(S(=O)(=O)N2CCCC2)cc1	2	-4	-3	10	-2	-3	6	0.9	-2	4
CC1CCc2c(sc3ncn4c(SCC(=O)NCc5ccco5)nnc4c23)C1 (configuration not stated)	-2	-1	0	-1	-3	-4	3	1.9	-7	-8
[O-][N+]12CCN(CC1)c1ccccc12	1	3	-1	-2	1	-7	-4	-0.2	3	-7
CCOc1cc(N2CCOCC2)c(OCC)cc1NC(=O)CSc1n[nH]c(N)n1	0	-6	4	-2	5	-4	-1	1.0	11	-6
COc1ccccc1N(CC(=O)NCCc1ccccc1)C(=O)CCC(=O)Nc1cc(C)ccn1	-7	2	4	-2	2	7	-6	-1.6	2	-7

A run of entries taken from the entries so far, for reference:
SMILES	LEDGF integ inh	PRMT1 inh	SIAE inh	Tn7 DDE FP	UHRF1 binding	mABHD4 FP	TCR-CD3 inh	PG9 Ab binder	HTRA1 inhibitor	TDP2 absorb
CN(CC(=O)Nc1ccc(N2CCOCC2)cc1)C(=O)CCc1ccccc1Cl	0	1	11	-1	8	2	-2	1.2	-2	-2
Nc1nc(N2CCCCC2)nc2ccccc12	-1	0	2	-2	4	-4	0	0.6	-1	-8
CC(=O)Nc1sc2c(c1C#N)CCCC2	1	-2	5	9	-1	3	1	0.3	1	3
CCCOc1ccc(C(=O)N2CC3(CC(c4cccc(NC(=O)[C@@H]5CCC(=O)N5)c4)=NO3)C[C@H]2C(=O)NC2(C(N)=O)CC2)cc1 (some centres not stated)	-3	2	-4	0	1	3	-3	-0.7	-5	-6
Cc1cccc(NC(=O)C2CCN(C(=O)NC3CCCCC3)CC2)c1	1	-2	-1	-5	1	2	3	-0.8	4	-5
CCCC(=O)Nc1ccc(S(=O)(=O)N2CCCC2)cc1	2	-4	-3	10	-2	-3	6	0.9	-2	4

Next part.
SMILES	LEDGF integ inh	PRMT1 inh	SIAE inh	Tn7 DDE FP	UHRF1 binding	mABHD4 FP	TCR-CD3 inh	PG9 Ab binder	HTRA1 inhibitor	TDP2 absorb
Cn1nc(C(C)(C)C)c([N+](=O)[O-])c1C(=O)Nc1ccccc1	0	0	2	-3	2	2	4	-3.0	-1	-7
COc1ccc(-c2oc3ccc(-c4ccc(OC)nc4)cc3c2C#CC2(O)CCCCC2)cc1	0	-1	-27	-1	4	-16	-1	-1.7	-44	-1
O=C(CSc1nc2cc(Cl)ccc2s1)NC(=O)NCc1ccco1	10	21*	2	0	8	-6	-5	-1.2	-18	-4
Cn1c(CN2CCCC2)nc2cc(NC(=O)COc3ccc(Cl)cc3)ccc21	2	-4	0	-3	-2	-7	-4	1.6	-13	10
CCOC(=O)CC[C@@H]1CC[C@]2(CCCN(Cc3nccn3C)C2)O1	0	1	-6	-5	-1	5	·	·	·	-1
CCOC(=O)c1[nH]c(C)c(CN(Cc2ccco2)C(=O)C(F)(F)F)c1C	1	0	-1	-8	3	1	-2	-1.1	-28	-6
Clc1ccc(-c2n[nH]c3c2CCC3)c(Cl)c1	5	5	3	1	3	-19	-14	1.0	-14	-7
Cc1nn(C)c(C)c1N1C(=O)c2cccc3c(N)ccc(c23)C1=O	-2	180*	28*	5	-311	43*	49*	-8.9	27	-1
Cc1ccc(NS(=O)(=O)c2ccc(Cl)c(N=Nc3c(O)[nH]c(=O)[nH]c3=O)c2)cc1Cl	1	-3	5	5	-1	31*	0	3.8	1	-5
COc1ccccc1NC(=O)CN1CCN(c2ccccc2)CC1	1	2	-3	0	1	0	-2	-1.4	-5	8
CCCn1c(SCC(=O)Nc2cc(Cl)ccc2Cl)n[nH]c1=O	0	7	-4	8	2	-12	-10	0.3	5	-10
COc1ccc(-c2noc(C3CCCN(C(=O)c4cccc(C)c4)C3)n2)cc1 (configuration not stated)	-2	-1	-6	7	1	6	-1	-0.3	-12	1
O=S(=O)(Nc1nc2ccccc2nc1NCC1CCCO1)c1ccc(F)cc1 (configuration not stated)	4	-3	4	-5	8	-1	9	-0.3	2	-8
CCCCNC(=O)C1(C)CCCCCN1Cc1cc2ccccc2o1 (configuration not stated)	4	-9	1	-5	-2	7	-2	0.5	·	-7
CC(C)Cn1c(N)c(C(=O)COC(=O)c2ccc3ccccc3n2)c(=O)n(C)c1=O	-2	-2	-4	-16	2	4	-2	-1.3	-12	3
O=C(OCc1cn(Cc2ccc(F)cc2)nn1)N1CCOCC1	-3	-1	-1	-2	8	3	·	·	·	-4
Cc1ccc(OCc2nnc(NC(=O)c3ccco3)s2)cc1	0	-2	0	-1	1	1	4	2.9	-1	2
C[C@H](NC(=O)N1CCn2c1nc1ccccc12)C(=O)NCCc1ccccc1	2	-4	10	9	-2	-5	-5	0.4	5	-10
CC(C(=O)O)N1CCCCC1 (configuration not stated)	1	2	2	-3	0	5	2	-0.7	1	1
CCOC(=O)N1CCN(C(=O)C2CCN(Cc3cccc(OCc4ccccc4)c3)CC2)CC1	2	-1	0	2	2	3	7	-0.7	5	3
Cc1ccnc(NC(=O)c2ccc([N+](=O)[O-])s2)c1	4	-4	-3	-1	0	-6	5	-2.2	4	-1
O=C(NC(=S)Nc1cccc(Cl)c1)c1cncc(Br)c1	0	-2	-2	4	-2	-4	7	-1.0	·	6
CC[C@@H]1C=C(C(=O)O)[C@H](c2ccc3c(c2)OCO3)N1S(=O)(=O)c1ccc(C)cc1	1	-1	4	-9	-2	12	2	-2.4	-2	-4
O=S(=O)(Nc1cc2nc3ccccc3nc2n1Cc1ccccc1)c1ccc(Cl)cc1	24*	2	30*	-7	16	8	-5	-3.2	29	107*
COC(=O)c1cc2c(c3c4cc(F)ccc4n(S(=O)(=O)c4ccc(C)cc4)c13)C(=O)N(c1ccc(OC)cc1)C2	-1	1	4	-4	1	-3	-9	-1.2	·	-4
COc1ccc(C2CC(c3cccs3)=NN2C(=O)CSc2nc3ccccc3s2)cc1 (configuration not stated)	-1	0	2	5	-1	-18	8	-1.2	1	-3
Cc1cccnc1NC(=O)C(C)N1C(=O)c2ccccc2C1=O (configuration not stated)	4	-2	0	5	6	-9	-3	-1.6	6	-14
Cc1ccnc(NS(=O)(=O)c2cccc3nsnc23)c1	-3	-2	12	1	7	4	1	-1.5	14	-9
Cc1cc(C)c(S(=O)(=O)NCc2ccccn2)c(C)c1	-1	2	-6	2	0	2	-3	-1.6	4	7
Cc1ccc([N+](=O)[O-])cc1NC(=S)NC(=O)c1ccco1	-4	2	-4	-1	5	4	-1	1.1	1	2
Cc1ccc(S(=O)(=O)NC2=NCN(Cc3cccnc3)CN2)cc1	0	-2	0	-4	0	-2	8	0.0	6	2
Cc1ccc(-n2ncc3c(NNC(=O)c4cccs4)ncnc32)cc1	0	-4	0	0	-3	-1	-1	-0.3	5	2
CC1(c2ccc(F)cc2)OC(=O)c2c1ccc1ccccc21 (configuration not stated)	3	-1	-3	-3	0	-13	10	-0.9	-33	3
Cc1cc(C)cc(NC(=O)CN2CCC(NC(=O)c3cccc(F)c3)CC2)c1	5	-2	0	1	-1	4	1	-0.7	-1	-18
Cc1c(C(=O)NCCN2CCOCC2)oc2ccccc12	5	1	0	7	3	7	-5	3.2	-3	0
Cc1ccc(C(=O)c2ccccc2C(=O)OCC(=O)NCCc2ccc(Cl)cc2Cl)cc1	-1	-1	-10	6	0	-10	-3	0.5	-55	6
COc1cccc(NC(=O)CN(C)C(=O)CC(C)c2ccccc2)c1 (configuration not stated)	1	3	9	-2	2	5	-1	-3.2	1	-12
O=C(CCCn1cnc([N+](=O)[O-])n1)Nc1cc(Cl)ccc1O	-1	0	5	-7	1	0	7	-1.8	0	6
COc1cccc(N(C(=O)CCl)C(C(=O)NCCc2ccccc2)c2cccs2)c1 (configuration not stated)	-3	2	-4	5	-2	3	-8	-1.1	-5	3
O=[N+]([O-])c1ccccc1OCCCn1cnc2ccccc21	-3	7	-1	2	1	10	-7	0.3	1	10
CC1CC(=O)N(CC(=O)NCc2ccccc2)c2ccccc2S1(=O)=O (configuration not stated)	-2	1	5	0	3	0	-5	-0.5	3	-20
Cc1cc(=O)n2c(nc3ccccc32)[nH]1	5	-3	-6	-6	2	-6	3	-1.6	-2	-18
COc1ccccc1-c1nc(-c2cccc(C)c2)no1	-1	0	-2	-2	5	-2	3	-0.5	-34	7
COc1ccc(C(=O)OCC(=O)NCCCc2ccccc2)cc1[N+](=O)[O-]	-4	5	-3	1	5	-6	1	-0.7	2	4
CCC(=O)N1c2ccccc2NC2=C(C(=O)CC(C)(C)C2)C1c1ccc(O)c(OC)c1 (configuration not stated)	-2	-3	1	0	0	4	0	-1.5	8	14
CCC1=C(OC(=O)N(CC)CC)N2C(=O)OC(=NCCOC)[C@]2(Cc2ccccc2)[C@H]2C1=CC[C@H]1C(=O)NC(=O)[C@H]12	3	-1	3	7	-3	3	1	0.4	1	-2
CCN(CC)P(=O)(c1ccccc1)c1c(C)nc2ccccn12 (configuration not stated)	3	0	7	-6	3	6	-5	1.1	-3	3
COC(=O)c1ccc(CSc2nnc(N)s2)o1	-1	-3	2	-1	-2	-6	1	-0.4	6	2
COc1cc(C(c2c(O)cc(C)[nH]c2=O)c2c(O)cc(C)[nH]c2=O)ccc1O	-2	1	2	-7	1	0	-8	0.9	-8	6
O=C(Nc1ccc2c(c1)OCO2)c1ccncc1	4	-5	9	2	-5	6	-10	2.4	10	6

The list continues:
SMILES	LEDGF integ inh	PRMT1 inh	SIAE inh	Tn7 DDE FP	UHRF1 binding	mABHD4 FP	TCR-CD3 inh	PG9 Ab binder	HTRA1 inhibitor	TDP2 absorb
Cc1ccc(C(C[N+](=O)[O-])c2c(C)cc3ccccn23)cc1 (configuration not stated)	1	2	7	4	-5	9	0	-1.1	30	-8
Brc1ccc(C2=CC(c3ccco3)n3nnnc3N2)cc1 (configuration not stated)	-1	11	-6	1	5	-1	-10	-0.3	0	-1
COc1ccc(NC(=O)CSCC(=O)OCc2cccc(OC)c2OC)cc1	2	5	-2	-6	0	-2	7	1.2	-5	-10
Cc1noc(C)c1C(=O)NCCCc1ccccc1	-5	3	1	3	3	-1	1	-0.3	5	-16
